# Screens (PubChem BioAssay)
# ERAP1 inh: inhibitors of human ERAP1 aminopeptidase; recombinant ERAP1, Leu-AMC fluorescence, 60 min; AID 652197; 0.15% of 340,000 active; inhibition, % at 10.7 µM;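 active = mean replicate inhibition of at least 30%, or all replicates individually reaching that 30% level; inactive = mean below 30% and not every replicate reaching it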;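 note: 0% = neutral control wells and 100% = L-leucinethiol positive control wells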
# Target sequence (Q9NZ08 whole entry, looked up): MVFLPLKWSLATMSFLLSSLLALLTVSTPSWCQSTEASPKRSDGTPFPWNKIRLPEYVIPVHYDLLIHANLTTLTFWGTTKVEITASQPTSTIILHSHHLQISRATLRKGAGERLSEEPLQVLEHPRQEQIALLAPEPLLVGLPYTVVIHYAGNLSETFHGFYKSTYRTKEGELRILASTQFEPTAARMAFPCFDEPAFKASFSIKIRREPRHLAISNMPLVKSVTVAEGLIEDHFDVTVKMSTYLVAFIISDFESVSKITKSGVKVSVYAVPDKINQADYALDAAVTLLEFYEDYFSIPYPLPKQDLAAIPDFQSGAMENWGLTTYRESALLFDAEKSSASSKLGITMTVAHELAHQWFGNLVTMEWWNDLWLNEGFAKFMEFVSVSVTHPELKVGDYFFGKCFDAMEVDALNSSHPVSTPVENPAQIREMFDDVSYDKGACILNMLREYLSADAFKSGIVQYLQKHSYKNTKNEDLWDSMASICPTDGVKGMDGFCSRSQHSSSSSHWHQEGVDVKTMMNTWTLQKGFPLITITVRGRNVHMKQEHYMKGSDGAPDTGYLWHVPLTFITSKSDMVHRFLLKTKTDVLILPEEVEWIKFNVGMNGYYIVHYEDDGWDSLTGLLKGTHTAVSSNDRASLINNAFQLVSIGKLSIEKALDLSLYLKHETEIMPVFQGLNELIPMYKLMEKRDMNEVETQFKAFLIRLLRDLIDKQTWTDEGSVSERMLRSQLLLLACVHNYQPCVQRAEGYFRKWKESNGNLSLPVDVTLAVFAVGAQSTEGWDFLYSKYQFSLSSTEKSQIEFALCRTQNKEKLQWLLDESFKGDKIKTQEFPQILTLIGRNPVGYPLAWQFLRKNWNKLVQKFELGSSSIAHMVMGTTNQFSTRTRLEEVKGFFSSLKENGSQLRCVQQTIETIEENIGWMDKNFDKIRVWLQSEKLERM
# S100A4 inh HTS: blocks human S100A4 binding to myosin IIA peptide; AID 652163; inhibition, % at 10.7 µM; S100A4/TAMRA-MyoIIA peptide fluorescence polarization; 0.14% of 360,000 active;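 active = mean inhibition of at least 70% across replicates, with every replicate also reaching that level; inconclusive = mean inhibition reaches 70% but some replicates fall short; inactive = mean inhibition below 70%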
# Target sequence (P26447 whole entry, looked up): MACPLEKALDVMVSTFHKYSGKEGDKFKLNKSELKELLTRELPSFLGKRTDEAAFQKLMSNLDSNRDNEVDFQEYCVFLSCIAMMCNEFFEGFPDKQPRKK
#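 Test system: S100A4 monomer protein. Medium: HEPES buffer with Ca2+, pH 7.2. Reagent: fluorescent myosin IIA peptide, 5 nM. Compound dosing: single-point compound testing. Timing: 5 min between mix addition and reading. Benchmarks: DMSO neutral and TFP positive wells.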
# LGR2 antag: blocks bursicon-induced cAMP signaling via Drosophila LGR2; HEK293 LGR2, CRE-luciferase, bursicon-stimulated, 4 h; inhibition, % at 9.99 µM; 0.35% of 380,000 active;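 active = drop in luminescence signal, shown as inhibition above about 50% in the replicate tests, limit read from the data, passing the limit was not always enough; inconclusive = probably only some replicates passing the limit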;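 note: agonist challenge used bursicon conditioned medium at about half maximal strength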
# PglD DTNB: blocks C. jejuni PglD acetyltransferase activity; AID 602405; inhibition, % at 12.5 µM; purified PglD enzyme, DTNB colorimetric CoA detection; 0.098% of 360,000 active; in the data active = inhibition above about 16%, passing the limit was not always enough; inconclusive = no clear call, values can overlap the other calls; note: strong numbers were not always called active
# PGC1a acetyl inh: PGC1a acetylation modulation, inhibitor mode. U2OS PGC1a acetylation, AlphaScreen anti-acetyl-lysine; with virally co-expressed GCN5 acetyltransferase. inhibition, % at 15.6 µM. 0.17% of 350,000 active. AID 651687;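 active = every replicate shows inhibition of at least 40%; inconclusive = mean inhibition at least 40% but some replicate below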;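 note: 0% = neutral control wells and 100% = positive control wells; some results beyond the cut were filed as inactive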
# EWS-Fli inh: blocks EWS/Fli oncoprotein-driven transcription; A673 NR0B1-luciferase reporter, viability-normalised; inhibition, % at 12.6 µM; 0.67% of 350,000 active; AID 651661;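 active = mean inhibition of at least 50% after viability correction, with every replicate also passing that limit; inconclusive = mean reaches 50% but only one of two replicates passes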;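 note: firefly luciferase signal divided by Alamar Blue viability fluorescence both relative to DMSO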
# PAX8 inh HTS: PAX8 transcriptional activity inhibition; RMG-I TPO-luciferase reporter, SteadyGlo, 24 h; inhibition, % at 12.6 µM; 1.2% of 360,000 active;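 active = mean replicate inhibition at least 60% with every replicate also reaching 60%; inconclusive = only one of the two criteria is met; inactive = mean below 60% and not all replicates reaching 60%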;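 note: luciferase light reporting Pax8 driven TPO promoter activity; plate controls were median of neutral control wells for no effect and mitoxantrone controls for full effect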
# FN deposit inh: fibronectin deposition inhibition; AH1F fibroblasts, Alexa488-fibronectin deposition fluorescence, overnight; inhibition, % at 12.6 µM; 0.086% of 350,000 active; AID 743247;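 active = mean inhibition across replicates of 30% or more, regardless of how many single replicates reach that level; inconclusive = mean under 30% yet at least half of replicates reach 30%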;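 note: positive control wells lacked labelled fibronectin entirely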
#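 Assay system: AH1F fibroblasts assembling fluorescent fibronectin matrix; Amount: 10000 AH1F cells per well; Buffer or medium: DMEM, 2% serum; Probe or stimulus: Alexa488-fibronectin, 24 nM final in well; Doses: single compound dose, delivered by pin transfer; Incubation: 1 h adhesion, overnight exposure; Measured by: fluorescence 485/525 nm; Read-out: fibronectin deposition inhibition.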
# * hit, by the source's call; ? = inconclusive; · = no result given; & = joins results of further samples.
# The line under a structure holds: ERAP1 inh, S100A4 inh HTS, LGR2 antag, PglD DTNB, PGC1a acetyl inh, EWS-Fli inh, PAX8 inh HTS, FN deposit inh
> N#Cc1cccc(-c2ccc(C3[C@@H]4CN(Cc5ccccc5)C[C@H]3N4)cc2)c1 (stereo not given in full)
→ ·, ·, -9&-2, ·, -4&-41, -2&2, 0&7, 7&14
> COc1cc2cc(CCCOC(=O)c3ccc4c(c3)OCO4)oc(=O)c2cc1OC
→ -1, -8, 3, -2, ·, -5, -13, 2
> O=C(Nc1ccc(C(=O)O)cc1)/C(=C\c1ccc2c(c1)OCO2)NC(=O)c1ccccc1Cl
→ 1, -6, 14, -3, 15, 3, -9, ·
> O=C(Cc1ccc(Br)cc1)N1CCN(c2ccccc2)CC1
→ ·, ·, ·, 0, -18, ·, -22, 11
> C[C@H]1CN([C@@H](C)CO)C(=O)c2cc(NC(=O)Nc3ccc(C(F)(F)F)cc3)ccc2O[C@@H]1CN(C)C(=O)Nc1ccc(F)cc1
→ 6, 2, 6, -1, -11, -6, ·, ·
> CCCN(C)C[C@@H]1Oc2cc(C#CCC3CCCC3)ccc2S(=O)(=O)N([C@@H](C)CO)C[C@H]1C
→ ·, ·, 12, ·, -19, -3, -21, 11
> CCc1ccc(N(CC(=O)N2CCN(Cc3ccccc3)CC2)S(C)(=O)=O)cc1
→ -4, 0, 18, -5, ·, -6, 31, 0
> COc1cccc(NC(=O)Nc2ccc3c(c2)C(=O)N(C)[C@H]2CC[C@@H](CC(=O)NCCc4ccccc4)O[C@@H]2CO3)c1
→ ·, ·, 2, -2, ·, -10, -6, 0
> CC(C)CNS(=O)(=O)c1ccc(CCC(=O)NC2CCCCC2)cc1
→ 6, -1, 0, 5, -25, 8, 4, 2
> Cn1c(-c2ccccc2)cnc1SCC(=O)N1CCCc2ccccc21
→ 5, -6, 9, 3, ·, -4, -2, 9
> O=C(CCSc1ccccn1)c1ccccc1
→ 1, 2, -11, 4, -9, -1, 13, 0
> CCO[C@H]1OC(C(=O)N2CCN(Cc3ccccc3)CC2)=C[C@@H](c2ccccc2)[C@@H]1CCCO
→ 2, -2, 2, 0, -30, 16, -4, 4
> S=C(Nc1ccccn1)NC1CCCCC1
→ -1, -10, 1, 0, 3, 10, 3, -7
> COC(=O)c1ccc(CN(c2ccccn2)S(=O)(=O)c2ccccc2)cc1
→ ·, ·, ·, 0, 9, ·, 12, 4
> Cc1c(C(=O)Nc2ccccc2C(=O)N2CCCC2)cccc1[N+](=O)[O-]
→ 1, -2, -29, 23*, 16, 3, 5, -10
> Cc1ccc(C(C(=O)NC2CCCCC2)N(C(=O)c2csnn2)C2CC2)cc1 (stereo not given)
→ 2, 1, -2, -12, ·, -15, -5, 1
> O=C(NCCN1CCCC1)c1ccc(CS(=O)(=O)c2c(Cl)cccc2Cl)o1
→ ·, -3, 2, 8, 7, -2, -5, -9
> Cn1cnc([N+](=O)[O-])c1Sc1ccncn1
→ -2, 2, -1, 4, 1, 4, 15, 5
> CSc1nnc2n(-c3ccc(C)cc3)c(=O)c3c4c(sc3n12)COC(C(C)C)C4 (stereo not given)
→ 6, 1, 23, ·, 13, 11, 3, 2
> COCCn1c(SCC(=O)N2CCCC2)nnc1-c1ccoc1C
→ ·, ·, ·, 2, 37, ·, 6, 5
> CN(C(=O)COC(=O)C12CC3CC(CC(C3)C1)C2)c1c(N)n(Cc2ccccc2)c(=O)[nH]c1=O
→ 3, -14, 13, -5, -5, -7, 0, 15
> Nc1ncnc(NCc2ccc(F)cc2)c1[N+](=O)[O-]
→ 0, -7, 3, ·, 50*, -2, -19, 11
> O=C(CCl)N1CCCC1c1ccc2c(c1)OCCO2 (stereo not given)
→ 2, -4, 8, -3, 25, 15, -27, 4
> COc1ccc(NC(=O)C(=S)N2CCCC2)cc1
→ -2, -5, -57, 6, -2, -15, -12, -8
> CCC(=O)Nc1ccc2c(c1)OC[C@H](C)N(C(=O)CN(C)C)C[C@H](C)[C@@H](OC)CN(C)C2=O
→ 3, 8, -10, 1, 3, -1, 3, -3
> C/C(=N\NC(=S)Nc1ccc(F)cc1)c1ccc2c(c1)OCCO2
→ -2, 1, -29, 5, ·, 3, 3, 3
> O=C(C[C@@H]1CC[C@H](NC(=O)C2CCOCC2)[C@@H](CO)O1)Nc1nccs1
→ -7, 2, 3, -1, -3, 1, 1, -12
> COC(=O)CSc1nnc(CNC(=O)c2cccc(C)c2)n1-c1ccccc1OC
→ ·, ·, -5, -4, -9, ·, ·, 7
> COc1ccc(NC(=O)CSc2nncn2N)c(OC)c1
→ -1, -11, 1, -3, 4, 7, 14, 0
> CCN(C(=O)CSc1nnc(-c2ccco2)n1C)c1c(N)n(Cc2ccccc2)c(=O)[nH]c1=O
→ 2, -1, -13, 1, 7, 3, -1, 0

# Six entries already listed, ordered by molar mass, lowest first.
# The line under a structure holds: ERAP1 inh, S100A4 inh HTS, LGR2 antag, PglD DTNB, PGC1a acetyl inh, EWS-Fli inh, PAX8 inh HTS, FN deposit inh
> Cn1cnc([N+](=O)[O-])c1Sc1ccncn1
→ -2, 2, -1, 4, 1, 4, 15, 5
> Nc1ncnc(NCc2ccc(F)cc2)c1[N+](=O)[O-]
→ 0, -7, 3, ·, 50*, -2, -19, 11
> O=C(C[C@@H]1CC[C@H](NC(=O)C2CCOCC2)[C@@H](CO)O1)Nc1nccs1
→ -7, 2, 3, -1, -3, 1, 1, -12
> Cc1ccc(C(C(=O)NC2CCCCC2)N(C(=O)c2csnn2)C2CC2)cc1 (stereo not given)
→ 2, 1, -2, -12, ·, -15, -5, 1
> O=C(NCCN1CCCC1)c1ccc(CS(=O)(=O)c2c(Cl)cccc2Cl)o1
→ ·, -3, 2, 8, 7, -2, -5, -9
> CCN(C(=O)CSc1nnc(-c2ccco2)n1C)c1c(N)n(Cc2ccccc2)c(=O)[nH]c1=O
→ 2, -1, -13, 1, 7, 3, -1, 0

# The listing continues.
# The line under a structure holds: ERAP1 inh, S100A4 inh HTS, LGR2 antag, PglD DTNB, PGC1a acetyl inh, EWS-Fli inh, PAX8 inh HTS, FN deposit inh
> C[C@@H]1CN([C@@H](C)CO)C(=O)Cc2cc(NC(=O)Nc3ccc(C(F)(F)F)cc3)ccc2O[C@@H]1CN(C)Cc1ccc(Oc2ccccc2)cc1
→ 0, -32, -9, 5, -6, 11, ?, ·
> CC(=O)N(C)C[C@@H]1Oc2cc(-c3cccc(F)c3)ccc2S(=O)(=O)N([C@@H](C)CO)C[C@H]1C
→ 0, 18, -7, -1, 0, 14, -8, 5
> C[C@@H]1ON(C)[C@H]2C[C@H]3c4[nH]c5c(-c6ccc7c(c6)OCO7)cccc5c4CCN3C(=O)[C@@H]12
→ 2, -5, -19, ·, ·, -2, 20, 7
> CNC[C@@H]1Oc2c(NC(=O)c3ccc(-c4nccs4)cc3)cccc2C(=O)N([C@@H](C)CO)C[C@H]1C
→ -5, 2, 15, 0, -2, 7, -5, -3
> Cc1ccc(S(=O)(=O)NCCC(=O)NCCCSc2ccccc2)cc1
→ 0, 1, 15, -6, -5, 6, 14, -3
> Cc1noc(C)c1NC(=O)N(C)C[C@@H]1Oc2ccc(NS(=O)(=O)c3ccc(F)cc3)cc2CC(=O)N([C@H](C)CO)C[C@H]1C
→ 0, -7, 5, 1, 1, -4, ·, ·
> O=C(C[C@H]1CC[C@@H]2[C@H](COC[C@H](O)CN2C(=O)c2ccncc2)O1)NC1Cc2ccccc2C1
→ 1, 0, -2, 3, 5, 9, -15, -3
> COc1cccc(C(=O)Nc2cccc(S(=O)(=O)NC3=NCCC3)c2)c1
→ -3, -2, 3, -3, 6, 8, 36, 3
> COc1ccc(-c2cc(C(=O)NCc3ccco3)c3ccccc3n2)c(OC)c1
→ 2, 2, 2, -3, ·, 9, 3, -5
> COc1cccc(CN2CCN(Cc3ccco3)CC2)c1
→ 1, 2, -16, 3, -1, -16, -2, -4
> CO[C@@H]1CN(C)C(=O)c2ccc(NC(=O)c3cccc(F)c3)cc2OC[C@@H](C)N(C(C)=O)C[C@@H]1C
→ 1, -12, 16, 1, -9, 2, ·, ·
> CCOC(=O)c1sc(NC(=O)Nc2ccc(Cl)cc2)nc1C
→ ·, ·, ·, -4, -3, ·, -141, 3
> CN1C(=O)CSc2ccc(NC(=O)N3CCN(c4ccccn4)CC3)cc21
→ 0, 68, 0, ·, ·, 8, 33, -4
> O=C(C1CCCC1)N1CCCCN2[C@H](CO)[C@@H](c3ccc(C#CC4CC4)cc3)[C@H]2C1
→ 1, 2, ·, -1, -7, 2, -19, ·
> O=C(CC(F)(F)F)N1C[C@H]2[C@@H](c3ccccc31)[C@H](CO)N2C(=O)Cc1cccnc1
→ 0, 8, 6, 2, 1, 5, 8, ·

# Another view of two compounds above.
smiles,ERAP1 inh,S100A4 inh HTS,LGR2 antag,PglD DTNB,PGC1a acetyl inh,EWS-Fli inh,PAX8 inh HTS,FN deposit inh
CNC[C@@H]1Oc2c(NC(=O)c3ccc(-c4nccs4)cc3)cccc2C(=O)N([C@@H](C)CO)C[C@H]1C,-5,2,15,0,-2,7,-5,-3
Cc1ccc(S(=O)(=O)NCCC(=O)NCCCSc2ccccc2)cc1,0,1,15,-6,-5,6,14,-3

# Continuation:
# The line under a structure holds: ERAP1 inh, S100A4 inh HTS, LGR2 antag, PglD DTNB, PGC1a acetyl inh, EWS-Fli inh, PAX8 inh HTS, FN deposit inh
> CCCCC(CC)C(=O)Nc1cc(C(=O)NCCC)ccc1N1CCC2(CC1)CC(c1ccccc1)=NO2 (stereo not given)
→ -2, -2, -8, -1, ·, 16, 21, -12
> C=CCCC1CN(Cc2ccc(OC)cc2)S(=O)(=O)c2c(cccc2N2CCCC2)O1 (stereo not given)
→ 3, -3, 7, ·, ·, 13, 6, 10
> Cc1nnsc1-c1c(C(=O)O)c(C)nn1-c1ccc(OC(F)(F)F)cc1
→ ·, -5, -21, ·, ·, 5, -11, -1
> COC(=O)C1C(=O)C2=C(CC1C)Nc1ccccc1NC2c1ccc(C)s1 (stereo not given)
→ 0, 2, -26, ·, ·, 3, 12, -1
> CCCNC(=O)N[C@@H]1C=C[C@@H](CC(=O)NCCc2ccccc2)O[C@@H]1CO
→ ·, ·, -6, ·, -4, -1, -9, -1
> Cc1cccc2nc(-c3ccco3)c(Nc3ccc4c(c3)OCO4)n12
→ 0, 1, -6, 2, -4, 9, 16, 1
> CC(=O)c1c(C)[nH]c(C(=O)Nc2cccc(S(=O)(=O)N3CCCC3)c2)c1C
→ 1, -6, ·, -3, -11, -10, -17, 1
> CCOC(=O)N1CCC(NC(=S)Nc2ccc3nc(N4CCN(CC)CC4)cc(C)c3c2)CC1
→ 1, -1, -11, ·, -3, 6, 14, 0
> C[C@@H]1CN([C@@H](C)CO)C(=O)Cc2cc(NS(=O)(=O)c3ccccc3)ccc2O[C@H]1CN(C)Cc1ccc2c(c1)OCO2
→ -1, -15, 2, -10, -3, 10, 27, -1
